CHRM1 agonist – human M1 muscarinic receptor agonists, primary screen, Fluo-8 calcium fluorescence, CHO-K1 cells, HTS | AID 588814, 2011 | Muscarinic acetylcholine receptor M1 (Homo sapiens), P11229 | 360,000 tested, 0.33% active | CHO-K1 hM1, agonist mode; 0% DMSO, 100% acetylcholine EC100 | activation, % at 3 µM;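 active = activation above the run's mean compound activation plus 3 SD, cut at about 16% in these data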;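 also: peak over basal fluorescence ratio within a 140 s kinetic read after compound addition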
Target sequence (P11229 whole entry, looked up): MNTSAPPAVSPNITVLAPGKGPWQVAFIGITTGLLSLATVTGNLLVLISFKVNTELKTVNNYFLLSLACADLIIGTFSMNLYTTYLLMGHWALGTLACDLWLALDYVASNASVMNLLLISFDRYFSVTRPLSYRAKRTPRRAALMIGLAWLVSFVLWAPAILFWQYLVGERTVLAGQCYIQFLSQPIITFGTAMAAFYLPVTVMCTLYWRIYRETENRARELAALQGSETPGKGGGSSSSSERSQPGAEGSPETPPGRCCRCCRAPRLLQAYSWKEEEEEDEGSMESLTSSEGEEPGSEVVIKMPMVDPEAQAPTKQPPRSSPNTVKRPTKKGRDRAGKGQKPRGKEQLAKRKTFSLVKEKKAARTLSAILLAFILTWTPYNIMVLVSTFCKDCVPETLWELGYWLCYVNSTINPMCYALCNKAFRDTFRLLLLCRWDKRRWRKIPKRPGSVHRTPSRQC
TAAR1 agonist – human TAAR1 agonists, primary screen, Fluo-8 calcium fluorescence, CHO RD-HGA16 cells. Trace amine-associated receptor 1 (Homo sapiens), Q96RJ0. activation, % at 3 µM. vehicle wells 0%, saturating PEA agonist 100%. 360,000 tested, 0.99% active;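 active = activation above the mean activation of all test compounds in the run plus 3 SD, cut at about 38% in these data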
Target sequence (Q96RJ0 whole entry, looked up): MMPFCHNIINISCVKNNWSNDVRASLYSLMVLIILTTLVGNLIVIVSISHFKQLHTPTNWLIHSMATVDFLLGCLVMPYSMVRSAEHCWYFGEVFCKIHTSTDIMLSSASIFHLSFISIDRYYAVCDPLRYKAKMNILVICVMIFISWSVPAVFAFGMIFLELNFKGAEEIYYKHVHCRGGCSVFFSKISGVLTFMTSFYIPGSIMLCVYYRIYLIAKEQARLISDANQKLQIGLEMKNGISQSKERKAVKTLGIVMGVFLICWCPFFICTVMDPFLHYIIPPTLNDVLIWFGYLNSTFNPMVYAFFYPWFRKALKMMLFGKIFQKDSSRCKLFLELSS
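Test system: RD-HGA16 (CHO) cells co-expressing Gα16 and hTAAR1; dosing: one-point dosing at 3 µM (nominal); timing: 17-24 h seeding, 75 min 37 °C dye, 30 min RT; signal: kinetic Fluo-8 calcium fluorescence; read-out basis: % activation relative to PEA EC100 response; controls: DMSO and PEA EC100; replicates: n 1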
CHO parental Ca – ATP-evoked calcium signal inhibitors, parental CHO, primary screen, counter-screen for OX1R antagonist project, cell-based, fluorescence, Fluo-8 calcium dye; parental CHO-K1, ATP-induced calcium, Fluo-8 fluorescence; inhibition, % at 5.6 µM; 330,000 tested, 0.63% active; AID 463079, 2010;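 active = inhibition above that plate's mean sample inhibition plus 3 SD, cut at about 26% in these data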;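 also: 0% = ATP-challenged DMSO wells and 100% = DMSO wells without ATP; some compounds past the cut are filed as inactive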
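Test system: parental CHO cells; detection: calcium-sensitive Fluo-8 fluorescence; evaluation: percent inhibition of calcium signal; also added: ATP as calcium-mobilizing challenge; repeats: one well per compound; control set: ATP-challenged DMSO wells low, unchallenged DMSO wells high; compound: single nominal dose of 5.6 µM per compound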
TAAR1 antag – human TAAR1 antagonists, primary screen, Fluo-8 calcium fluorescence, CHO RD-HGA16 cells; 360,000 tested, 1.5% active; Trace amine-associated receptor 1 (Homo sapiens), Q96RJ0; inhibition, % at 3 µM; antagonist;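 active = inhibition above a per-plate cutoff, the mean inhibition of test compounds on that plate plus 3 SD, cut at about 49% in these data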;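 also: 0% = DMSO plus EC80 beta-PEA response and 100% = DMSO alone without agonist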
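Test system: CHO RD-HGA16 cells bearing hTAAR1 | Reagent: β-PEA, EC80 | Compound dosing: 3 µM, single point | Schedule: Dye loading 75 min at 37 °C, then 30 min room temperature | Signal: Calcium fluorescence with Fluo-8 | Evaluation: Percent inhibition of PEA-evoked calcium signal, max/basal emission ratio | Control set: DMSO-only wells and EC80 β-PEA-stimulated wells | Repeats: Singlicate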
CHO-K1 Ca antag – counter-screen for M1 antagonists: effect in parental CHO-K1 cells; ATP-induced calcium, Fluo-8 fluorescence; inhibition, % at 3 µM; 360,000 tested, 0.6% active;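 active = inhibition above a per-plate cutoff, the plate's mean sample inhibition plus 3 SD, cut at about 24% in these data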;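 also: 0% = DMSO plus EC80 ATP and 100% = DMSO alone without ATP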
CHRM1 PAM – human M1 muscarinic receptor positive allosteric modulators, primary screen, CHO-K1 cells, Fluo-8 calcium fluorescence, 1536-well. CHO-K1 hM1, ACh EC20; 0% = ACh EC20, 100% = maximal ACh. activation, % at 3 µM. 360,000 tested, 0.088% active. AID 588819, 2011; in the data active = activation above about 19%, passing the limit was not always enough
CHRM1 antagonist – human M1 muscarinic receptor antagonists, primary screen, CHO-K1 cells, Fluo-8 calcium fluorescence, 1536-well. Muscarinic acetylcholine receptor M1 (Homo sapiens), P11229. CHO-K1 hM1, ACh EC80 antagonist. inhibition, % at 3 µM. 360,000 tested, 1.3% active;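 active = percent inhibition above its own plate's cutoff, namely the mean of that plate's compound wells plus 3 SD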;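 also: peak over basal fluorescence ratio during 140 s after agonist addition; 0% = ACh EC80 plus DMSO and 100% = DMSO alone without agonist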
CHO-K1 Ca ag – counter-screen for M1 agonists: effect in parental CHO-K1 cells. Fluo-8 calcium fluorescence; scaled to maximal ATP response, vehicle zero. activation, % at 3 µM. 360,000 tested, 0.48% active. AID 602248, 2012; in the data active = activation above about 15%;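 also: untransfected CHO-K1 host cells lacking M1 receptor as counterscreen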
CHO-K1 Ca PAM – nonselective calcium activators in parental CHO-K1 cells, primary screen, counter-screen for M1 PAM project, cell-based, Fluo-8 calcium fluorescence, full deck, 1536-well; ATP EC20; 0% at ATP EC20, 100% at ATP max; activation, % at 3 µM; 360,000 tested, 0.02% active; AID 602247, 2012;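 active = activation above the run cutoff, the mean activation of all test compounds plus 3 SD, cut at about 40% in these data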;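 also: peak over basal fluorescence ratio in a 140 s read after ATP addition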
An asterisk follows results filed as active; / = not tested or not shown.

Order of values: CHRM1 antagonist	CHO-K1 Ca antag	TAAR1 antag	CHO parental Ca	CHO-K1 Ca PAM	CHO-K1 Ca ag	TAAR1 agonist	CHRM1 agonist	CHRM1 PAM
- CCOC(=O)c1cnc(SC)nc1Oc1cccc(NS(=O)(=O)c2ccc(C)cc2)c1
    -2	-1	-4	-12	1	0.0	3	-2	2
- CCOC(=O)C1=C(N)Oc2c(oc(CO)cc2=O)C1c1ccc(F)c(F)c1 (stereo not drawn)
    -19	-9	-25	-4	15	1.3	4	1	15
- COc1ccc(CN(C)CCc2ccccn2)cc1OC
    -16	-4	-12	-3	19	0.2	7	-6	8
- Cc1cc(=O)oc2c(C)c(OCC(=O)N3CCC(C(=O)O)CC3)ccc12
    -21	-5	-18	-10	14	0.4	1	0	22
- COC1=NC(=C(c2ccccc2)c2ccccc2)OC1=O
    -10	-9	-13	/	16	0.5	3	0	4
- COc1cc(C(=O)Nc2nc3ccc(C)cc3s2)ccc1OCc1c(C)noc1C
    0	-1	26	-10	8	-0.1	10	-2	7
- Cc1ccc(O)c(NC(=O)COc2cc(C)ccc2C)c1
    -11	-5	-8	-9	17	0.1	11	-5	9
- CN1C(=CC=C2C=C(I)C(=O)C(I)=C2)C(C)(C)c2ccccc21
    -2	3	-7	/	-18	5.0	17	9	-1
- O=C(O)c1cccc(CSc2nnc(COc3ccccc3)o2)c1
    -21	1	1	-3	18	0.3	3	-1	0
- Cn1c(C(=O)N2CCN(c3ccccn3)CC2)cc2ccccc21
    4	-5	7	-15	4	2.9	3	-1	0
- COc1cc2c(cc1OC)C(C)N(C(=O)c1cc3c(s1)-c1c(C)cccc1OC3)CC2 (stereo not drawn)
    -6	-13	30	-16	13	0.7	2	-6	1
- CC(=O)c1ccc(N=Nc2c(C)[nH]n(-c3ccccc3)c2=O)cc1
    -6	-3	-1	-22	-6	0.5	-1	0	16
- O=C(Cc1c(F)cccc1Cl)N1CCOCC1
    10	9	21	-4	-13	0.1	5	1	6
- CSC1=C(C#N)C(c2ccccc2)C(C(C)=O)=C(C)N1 (stereo not drawn)
    -6	-7	7	-11	17	0.1	2	-4	4
- COc1ccc(CNc2nn[nH]n2)cc1OC
    3	-13	4	-12	5	0.2	9	-2	-2

3 of the entries above in order of their number in CHRM1 antagonist, rising:
| Structure | CHRM1 antagonist |
| --- | --- |
| COc1cc2c(cc1OC)C(C)N(C(=O)c1cc3c(s1)-c1c(C)cccc1OC3)CC2 (stereo not drawn) | -6 |
| COc1ccc(CNc2nn[nH]n2)cc1OC | 3 |
| Cn1c(C(=O)N2CCN(c3ccccn3)CC2)cc2ccccc21 | 4 |

Remaining list, next part:
Order of values: CHRM1 antagonist	CHO-K1 Ca antag	TAAR1 antag	CHO parental Ca	CHO-K1 Ca PAM	CHO-K1 Ca ag	TAAR1 agonist	CHRM1 agonist	CHRM1 PAM
- CC(=O)c1cccc(NC(=S)NCCc2ccc(F)cc2)c1
    2	-6	14	-20	-6	6.1	33	-5	-5
- CCC(C)(C)NC(=O)Cn1c(-c2ccc(C)cc2)noc1=O
    -11	-11	-1	-4	16	1.0	2	-1	5
- COc1ccc(CNC(=O)c2oc3ccc(S(=O)(=O)N4CCOCC4)cc3c2C)cc1
    12	3	51*	-12	-20	11	29	-1	-7
- Cc1cc(=O)oc2cc(OCC(=O)OCC(=O)NCCc3ccccc3)ccc12
    0	2	0	-21	6	1.6	4	-6	1
- CCN1/C(=C2\C(=O)N(C)C(=S)N2c2ccccc2)C=Cc2ccccc21
    -25	-15	-12	-4	18	-0.2	0	7	17
- Cc1ccc(S(=O)(=O)N(CC(=O)N2CCOCC2)C2CCCCC2)cc1
    -9	-6	7	-9	2	0.0	6	-2	1
- Cc1ccc(S(=O)(=O)N(C)CCCC(=O)NC(C)(C)C)cc1
    1	9	3	-13	9	1.1	2	-10	10
- COc1ccc(CCNC(=O)CCCCCn2c(SCC(N)=O)nc3cc4c(cc3c2=O)OCO4)cc1OC
    -2	-11	-12	2	12	1.2	5	-4	5
- CCS(=O)(=O)N1CCN(C2CCC(c3ccccc3)CC2)CC1 (stereo not drawn)
    -5	-11	/	-7	23	1.4	/	-9	-3
- C[C@@H]1CCCCO[C@@H](CN(C)C(=O)CCC(F)(F)F)[C@@H](C)CN([C@H](C)CO)C(=O)c2cc(N(C)C)ccc2O1
    2	3	-10	/	6	0.3	-1	-7	-3
- O=C(OC(c1ccccc1)c1nccc2ccccc12)c1ccccc1 (stereo not drawn)
    -17	-22	-18	/	22	1.4	1	-6	6
- O=S(=O)([O-])C/C(=C\c1ccc(Cl)cc1)c1cc[n+](CCO)cc1
    2	-4	26	-17	23	0.3	-1	-5	0
- C/C(=N/NC(=O)c1sc(NS(=O)(=O)c2ccccc2)nc1C)c1sc(N)nc1C
    9	-4	6	-17	-7	0.1	0	1	1
- COc1ccc(C2c3c(-c4cc(Cl)c(C)cc4O)n[nH]c3C(=O)N2Cc2cccnc2)cc1OC (stereo not drawn)
    80*	2	-9	-17	12	0.2	4	-6	-21
- COc1ccccc1NC(=O)CSc1ccc2nnc(-c3ccncc3)n2n1
    -3	2	5	-15	7	0.7	1	-3	5

Order of values: CHRM1 antagonist	CHO-K1 Ca antag	TAAR1 antag	CHO parental Ca	CHO-K1 Ca PAM	CHO-K1 Ca ag	TAAR1 agonist	CHRM1 agonist	CHRM1 PAM
- OC(c1ccc(Cl)c(Cl)c1)c1ncc(-c2ccc(C(F)(F)F)cc2)[nH]1 (stereo not drawn)
    -5	-3	37	/	21	3.8	0	-4	2
- CC(C)CN(C(=O)C1CCCO1)C1CCS(=O)(=O)C1 (stereo not drawn)
    -1	-4	-15	-9	13	2.0	1	0	4
- O=C(NCCCN1CCOCC1)c1cccc(S(=O)(=O)Nc2ccc(F)cc2)c1
    -10	-19	8	-10	12	0.5	-1	-3	7
- CSc1nnc(C)c(=O)n1COC(=O)/C=C/c1ccccc1
    -26	-11	-13	-9	5	6.3	6	5	4
- COCCn1c(=NC(=O)c2cc(Cl)sc2Cl)sc2cc(S(N)(=O)=O)ccc21
    -16	-4	16	6	17	0.6	4	-2	15
- COc1ccc(CCNC(=O)Cn2c(=O)n(CCCC(=O)NCc3ccco3)c(=O)c3sccc32)cc1OC
    -10	-10	6	-4	17	0.4	-2	-3	5
- N#Cc1ccc(S(=O)(=O)NC2CCCCNC2=O)cc1 (stereo not drawn)
    -9	0	16	-8	4	0.5	0	-1	9
- CCCNC(=O)COC(=O)c1cc(-c2ccc(OC)cc2)nc2ccccc12
    -8	-22	25	15	15	2.6	3	-7	8
- CCC1CCCCN1Cc1ccc(CNC(=O)CCc2nnc3ccc(N4CCCCC4)nn23)o1 (stereo not drawn)
    43*	-10	-8	7	-13	0.1	1	-6	-17
- Nc1nc(-c2cccnc2)nn1C(=O)c1ccc(F)cc1
    -10	-16	3	/	18	0.3	2	-3	8
- CCOc1ccc(S(=O)(=O)NC(C)C(=O)NC2CCCC2)cc1 (stereo not drawn)
    2	3	-11	-8	-7	0.1	0	0	11
- CCOc1ccc(C(=O)NC2C(=O)N3C(C(=O)O)=C(COC(C)=O)CSC23)cc1OCC (stereo not drawn)
    -5	-6	-6	/	-5	0.4	0	-5	3
- COC(=O)[C@]12CCCCC=C1N(Cc1ccco1)C(=O)[C@H](CC(=O)NCc1ccccc1)C2
    /	-9	9	/	10	4.3	11	/	/
- Cc1cc(C)nc(NS(=O)(=O)c2ccc(N3C(=O)c4ccccc4C3=O)cc2)n1
    -3	7	3	-2	-4	0.3	4	-7	9
- O=C(N/N=C/c1ccc[nH]1)c1ccc([N+](=O)[O-])cc1
    2	-6	0	-4	16	-0.3	1	-4	-4

Profiles from above. Order of screens: CHRM1 antagonist	CHO-K1 Ca antag	TAAR1 antag	CHO parental Ca	CHO-K1 Ca PAM	CHO-K1 Ca ag	TAAR1 agonist	CHRM1 agonist	CHRM1 PAM
CCOc1ccc(C(=O)NC2C(=O)N3C(C(=O)O)=C(COC(C)=O)CSC23)cc1OCC (stereo not drawn) as listed: -5	-6	-6	/	-5	0.4	0	-5	3
O=C(NCCCN1CCOCC1)c1cccc(S(=O)(=O)Nc2ccc(F)cc2)c1 as listed: -10	-19	8	-10	12	0.5	-1	-3	7
CC(C)CN(C(=O)C1CCCO1)C1CCS(=O)(=O)C1 (stereo not drawn) as listed: -1	-4	-15	-9	13	2.0	1	0	4
COCCn1c(=NC(=O)c2cc(Cl)sc2Cl)sc2cc(S(N)(=O)=O)ccc21 as listed: -16	-4	16	6	17	0.6	4	-2	15
CCCNC(=O)COC(=O)c1cc(-c2ccc(OC)cc2)nc2ccccc12 as listed: -8	-22	25	15	15	2.6	3	-7	8

Next results
Order of values: CHRM1 antagonist	CHO-K1 Ca antag	TAAR1 antag	CHO parental Ca	CHO-K1 Ca PAM	CHO-K1 Ca ag	TAAR1 agonist	CHRM1 agonist	CHRM1 PAM
- c1ccc2c(c1)ncn2Cc1nnc2sc(-c3ccncc3)nn12
    -5	6	19	-2	4	-0.2	-1	-1	10
- CC(=O)c1nc(N2C(=O)CC(Cc3ccccc3)C2=O)sc1C (stereo not drawn)
    -8	2	-5	-14	12	0.2	3	-7	5
- O=C(NCCN1CCCCC1)c1ccc(F)cc1Cl
    -7	4	-12	4	-1	0.1	1	-5	2
- C=CCc1ccc(OCCCCN2CC(C)OC(C)C2)c(OC)c1 (stereo not drawn)
    14	-11	1	-11	0	0.2	11	-4	-4
- CC(=O)N1CCSc2ccc(S(=O)(=O)N3CCC(C)CC3)cc21
    10	3	-20	-16	-24	3.5	3	0	-3
- O=C(O)C1CC(=O)N(c2ccc(OCc3ccccc3Cl)cc2)C1 (stereo not drawn)
    -22	-2	-1	-6	10	0.3	-1	-3	2
- O=C(O)CC/C(=C\c1ccc2c(c1)OCO2)c1nc2ccccc2s1
    0	3	0	-6	-28	-0.2	-3	0	11
- O=C(NNC(=S)NCC1CCCO1)c1cccc(S(=O)(=O)N2CCOCC2)c1 (stereo not drawn)
    3	-5	-6	-8	-2	1.9	1	-2	1
- CSc1nc(Oc2ccc(C)cc2)cc(C(F)(F)F)n1
    -11	-4	12	7	7	0.3	11	-4	9

Screening results as filed in PubChem BioAssay.
